Vif-APOBEC3F blk – qHTS for Inhibitors of Vif-A3F Interactions: qHTS. Potency, µM (doses to about 46.1 µM), for inactives: at the highest dose activity, negative = active. AID 602313, 2012. 390,000 tested, 0.2% active. HeLa A3F-eYFP + Vif (tagged APOBEC3F with the HIV-1 protein that degrades it), YFP fluorescence increase; further: potency means the concentration at half of the fitted maximal effect; % of control where 0% means no effect; nearly all actives have a fitted effect of over 65% in size
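HeLa cells stably expressing A3F-eYFP plus Vif, plated and incubated overnight at 37 deg C, then exposed to compounds overnight at 37 deg C. Blocked degradation read as raised yellow fluorescence (Ex 488/Em 500-530).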
RGS4 inh – Inhibitors of Regulator of G Protein Signaling (RGS) 4: qHTS | Regulator of G-protein signaling 4 (Homo sapiens), P49798 | Transcreener GDP fluorescence polarization, RGS4-accelerated GTP hydrolysis | Potency, µM (highest dose often 114 µM), inactives show top-dose activity change, negative = inhibition, most hits filed as inhibitors | 390,000 tested, 0.039% active | AID 504845, 2011; further: potency means the concentration at half of the fitted maximal effect; on the % scale 0 is the no-effect control and ±100 the full control effect; nearly all actives have a fitted effect of over 75% in size; some results filed as inactive show a strong effect at the top dose
Target sequence (P49798 whole entry, looked up): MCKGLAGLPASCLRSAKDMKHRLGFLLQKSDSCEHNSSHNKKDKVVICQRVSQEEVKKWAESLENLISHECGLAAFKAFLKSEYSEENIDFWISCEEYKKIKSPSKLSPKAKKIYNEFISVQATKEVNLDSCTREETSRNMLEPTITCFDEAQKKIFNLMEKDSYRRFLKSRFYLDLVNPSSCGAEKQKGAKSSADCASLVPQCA
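MLSMR compounds (23 nl, pin-transferred) preincubated 10 min at room temperature with a 500nM (2x) first reagent, then RGS4 at 900nM (2x) plus Transcreener GDP mix added; fluorescence polarization (620/688 nm) read before and after 90 min at 30 °C.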
Glioma ERSR ind – qHTS for Inducers of the Endoplasmic Reticulum Stress Response (ERSR) in Human Glioma: qHTS; U87-MG GRP78 promoter luciferase reporter, 16 h; Potency, µM, for inactives: at the highest dose activation, hits mostly activators; 420,000 tested, 0.02% active; AID 602332, 2012; further: potency means the concentration at half of the fitted maximal effect; series mostly up to about 76 µM; % of control where 0% means no effect; nearly all actives have a fitted effect of over 35% in size
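ERSR induction read as luciferase luminescence (Bright-Glo, 10 min at room temperature) in stably transfected human U87-MG glioma cells exposed to compounds for 16 h, using GRP78 as sensor.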
rTrxR1 inhibitor – qHTS Assay for Inhibitors of Mammalian Selenoprotein Thioredoxin Reductase 1 (TrxR1): qHTS | Potency, µM (series often up to 114 µM), without a hit: top-dose activity change, negative = inhibition, usual class: inhibitors | 390,000 tested, 1% active | recombinant rTrxR1, NADPH fluorescence consumption, selenite substrate | Thioredoxin reductase 1, cytoplasmic (Rattus norvegicus), O89049; further: potency means the concentration at half of the fitted maximal effect; on the % scale 0 is the no-effect control and ±100 the full control effect; nearly all actives have a fitted effect of over 65% in size
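Rat TrxR1 (90 nM in the dispensed reagent) was pre-reduced with 400 uM NADPH for 5 min at room temperature, then incubated with compound for 15 min. After 400 uM selenite was added, NADPH fluorescence (Ex 340/Em 450 nm) was followed for 8 min.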
LDHA block – qHTS assay for inhibitors of human lactate dehydrogenase; L-lactate dehydrogenase A chain (Homo sapiens), P00338; purified LDHA, NADH/diaphorase-resazurin fluorescence; active compounds read low; activity change, % (values are at about 110 or 230 µM); 480,000 tested, 0.15% active; in the data active means activity change below about -30%; inconclusive means mostly about -25% to -30%;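 further: plate controls were DMSO wells for no effect and wells without enzyme for full effect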
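Human LDH5 at 2 nM final in Tris HCl pH 7.4 with 0.06 mM NADH and 0.2 mM pyruvate, reacted 5 minutes at room temperature. Remaining NADH coupled via diaphorase/resazurin; resorufin fluorescence read at 0 and 20 minutes, normalized to enzyme-free and DMSO wells.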
mIDH1 inhibitor – qHTS for Inhibitors of mutant isocitrate dehydrogenase 1 (IDH1): qHTS | Potency, µM (highest dose often 76.6 µM), for inactives: top-dose activity change, negative = inhibition, hits mostly inhibitors | IDH1-R132H enzyme, NADPH consumption, diaphorase/resazurin fluorescence | AID 602179, 2012 | 390,000 tested, 0.093% active; further: potency means the concentration at half of the fitted maximal effect; on the % scale 0 is the no-effect control and ±100 the full control effect; nearly all actives have a fitted effect of over 65% in size
Target sequence (O75874 whole entry R132H, stated change not applied): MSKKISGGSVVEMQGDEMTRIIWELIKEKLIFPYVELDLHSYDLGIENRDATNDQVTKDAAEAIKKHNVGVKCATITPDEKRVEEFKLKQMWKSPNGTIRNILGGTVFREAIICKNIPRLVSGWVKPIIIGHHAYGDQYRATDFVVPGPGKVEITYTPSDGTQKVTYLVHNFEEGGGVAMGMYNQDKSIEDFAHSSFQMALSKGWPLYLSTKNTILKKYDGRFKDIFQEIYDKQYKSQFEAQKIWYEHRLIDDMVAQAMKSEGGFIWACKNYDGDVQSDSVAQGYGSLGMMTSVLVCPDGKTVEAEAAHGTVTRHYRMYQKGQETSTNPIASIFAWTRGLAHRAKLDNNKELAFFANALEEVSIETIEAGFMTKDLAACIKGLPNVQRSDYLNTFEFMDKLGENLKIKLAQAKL
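IDH1-R132H (0.5 ug/mL dispensed) in pH 7.5 Tris buffer was preincubated 30 min with compound, then given a substrate mix of 0.016 mM NADPH and 2 mM alpha-KG for 80 min at room temperature; remaining NADPH was read by diaphorase/resazurin fluorescence.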
TrxR1 substrate – qHTS Assay for Substrates of Mammalian Selenoprotein Thioredoxin Reductase 1 (TrxR1): qHTS; Thioredoxin reductase 1, cytoplasmic (Rattus norvegicus), O89049; purified TrxR1 substrate turnover, NADPH consumption readout; Potency, µM (top dose mostly 114 µM), for inactives: top-dose activity change, negative = substrate turnover; 390,000 tested, 0.01% active; AID 588456, 2011; further: potency means the concentration at half of the fitted maximal effect; on the % scale 0 is the no-effect control and ±100 the full control effect; nearly all actives have a fitted effect of over 50% in size
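Rat TrxR1, dispensed at 90 nM, was prereduced with 400 uM NADPH (final) for 5 min at ~22 deg C, then incubated with compound 15 min before 400 uM selenite. A first-read NADPH fluorescence drop versus no-compound background flagged substrates.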
USP1 inh – Inhibitors of USP1/UAF1: Primary Screen; Ubiquitin carboxyl-terminal hydrolase 1 (Homo sapiens), O94782; recombinant USP1/UAF1, Ub-Rhodamine cleavage fluorescence; Potency, µM (doses to about 57.1 µM), for the others: at the top dose activity change, negative = inhibition, most hits filed as inhibitors; 390,000 tested, 0.23% active; further: potency means the concentration at half of the fitted maximal effect; on the % scale 0 is the no-effect control and ±100 the full control effect; nearly all actives have a fitted effect of over 60% in size; inactives centre near -12
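1 nM enzyme complex + cpd, 15 min RT; start with Ub-Rho 150nM final; kinetic fluorescence ex 480/em 540, 6 reads q60 s. Buffer 50mM HEPES pH 7.8, 0.5mM EDTA, 0.1 mg/ml BSA, 1mM TCEP, 0.01% Tween-20.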
Vif-A3G inh – qHTS for Inhibitors of Vif-A3G Interactions: qHTS; DNA dC->dU-editing enzyme APOBEC-3G (Homo sapiens), Q9HC16; HeLa A3G-eYFP + Vif (tagged APOBEC3G with the HIV-1 protein that degrades it), YFP fluorescence, overnight; Potency, µM (titrated, usually from 46.1 µM), without a hit: at the top dose activity, negative = active, hits mostly inhibitors; 410,000 tested, 0.076% active;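 further: potency means the concentration at half of the fitted maximal effect; on the % scale 0 is the no-effect control and ±100 the full control effect; nearly all actives have a fitted effect of over 60% in size; hits raise eYFP signal because A3G escapes Vif-driven loss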
Target sequence (Q9HC16 whole entry, looked up): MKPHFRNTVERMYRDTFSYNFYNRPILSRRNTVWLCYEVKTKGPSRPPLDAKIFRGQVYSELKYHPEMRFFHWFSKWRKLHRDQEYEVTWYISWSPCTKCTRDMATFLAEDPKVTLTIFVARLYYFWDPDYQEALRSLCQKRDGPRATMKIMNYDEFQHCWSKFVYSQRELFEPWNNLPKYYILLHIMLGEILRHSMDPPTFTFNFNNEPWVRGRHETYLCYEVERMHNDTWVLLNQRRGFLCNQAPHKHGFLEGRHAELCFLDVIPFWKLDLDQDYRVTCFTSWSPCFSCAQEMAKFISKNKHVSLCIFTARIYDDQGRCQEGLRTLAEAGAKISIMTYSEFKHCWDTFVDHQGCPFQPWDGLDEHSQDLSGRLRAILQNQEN
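Read-out is eYFP fluorescence (Ex 488/Em 500-530) from Vif-expressing HeLa A3G-eYFP cells; more signal means A3G escaped Vif-mediated degradation. Cells plated overnight, compound pinned in, incubated overnight at 37 deg C.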
Numbers without * were called inactive; ? = inconclusive; / = no result given; & = joins results of further samples; [ ] = remark or other dose. Unless noted, the call rests on the fitted dose curve; in most records, active means well fitted curve in the direction sought with a large enough effect; inconclusive means small, poorly fitted or top-dose-only effect, or another doubt; inactive means no such curve, though single readings can be large; an effect the other way counts as inactive or inconclusive. Only part of the results is shown. The share of hits here may be higher or lower than overall.

Order of results – Vif-APOBEC3F blk | RGS4 inh | Glioma ERSR ind | rTrxR1 inhibitor | LDHA block | mIDH1 inhibitor | TrxR1 substrate | USP1 inh | Vif-A3G inh
CC(C)c1ccc2c(c1)NC(c1ccncc1)=NC(c1cccs1)=N2
    / | 9% | / | 17% | -3 | / | -4% | -26% | /
CSCCC(NC(=O)c1ccccc1)C(=O)NNC(=O)c1csc(N2CCOCC2)n1 (stereo not given)
    2% | -5% | 3% | -15% | 0 | 8% | -5% | -20% | 0%
Nc1c(C(=O)Nc2ccc(S(=O)(=O)N3CCCC3)cc2)sc2nc3cc4c(cc3cc12)CCC4
    10µM* | -32% | 9% | 11%[57.1 µM] | -2 | 4% | 8%[57.1 µM] | ? | 13µM*
COc1ccc(NS(=O)(=O)c2cccc(C(=O)NNC(=O)c3cc(S(N)(=O)=O)ccc3OC)c2)cc1
    -18% | 9% | 0% | 16%[57.1 µM] | -9 | -12% | 1%[57.1 µM] | -4% | 3%
CCOC(=O)C1CCN(CC(C)(C)NS(=O)(=O)c2ccc(C)cc2)CC1
    6% | -14% | 1% | -7%[57.1 µM] | -8 | -10% | 0%[57.1 µM] | 4% | 2%
CCOc1ccc(S(=O)(=O)N2CCC(C(=O)NCC3CCCO3)CC2)cc1Cl (stereo not given)
    7% | 7% | -1% | 5%[57.1 µM] | -20 | -2% | -1%[57.1 µM] | 1% | 0%
CN1C2CCC1CC(OC(c1ccccc1)c1ccccc1)C2 (stereo not given)
    -8% | 12%[56.9 µM] | -1%&-7%&0% | -7%[57.1 µM] | 0 | -3% | -2%[57.1 µM] | -5% | -1%
COc1ccccc1NCCC(=O)OCC(=O)NC1CCCCCC1
    0% | -23% | -5% | -3% | 4 | -1% | -1% | -17% | -3%
CN(C)c1ccc(-c2nc3cnccn3c2Nc2cccc(C(F)(F)F)c2)cc1
    -3% | 9% | 0% | -8% | -4 | -27% | -8% | -11% | 2%
Cc1ccc(-n2cc(C(=O)Oc3cccc(C)c3)c3ccccc3c2=O)cc1
    -7% | -47% | -3% | 6%[57.1 µM] | 3 | 0% | 0%[57.1 µM] | -5% | 3%
O=C(COC(=O)CCSc1ccc(Cl)cc1)NCc1ccco1
    11% | -12% | -2% | 10%[57.1 µM] | 0 | 5% | -18%[57.1 µM] | -20% | -1%
CCC(C)NC(=O)COC(=O)c1ccc(Cl)cc1O (stereo not given)
    -9% | 34% | -2% | 11%[57.1 µM] | -13 | -3% | 5%[57.1 µM] | 4% | -7%
COc1ccc(OC)c(NC(=O)CCCCCn2nnc3ccccc3c2=O)c1
    -9% | 6% | -2% | 19% | -5 | 2% | 0% | -13% | 1%
COc1ccc(NS(=O)(=O)c2ccc3oc(SC(C)C(N)=O)nc3c2)cc1 (stereo not given)
    4% | 31% | 7% | 25% | -7 | 8% | 7% | -7% | -2%
COCCOC(=O)c1c(C)oc2ccc(OCC=C(C)C)cc12
    2% | 5% | -1% | 17% | 3 | 0% | 3%[57.1 µM] | -20% | 2%
Cn1c(CCC(=O)Nc2cc(S(C)(=O)=O)ccc2Cl)nc2cc(S(=O)(=O)N3CCOCC3)ccc21
    2% | -14% | -5% | 6% | -22 | -6% | 0% | -6% | 3%
Cc1cc(NCCO)c2ccccc2n1
    -7% | -1% | -3% | 3% | -2 | 2% | 1% | -20% | 1%
COC(=O)c1c(N)sc(C(C)=O)c1C
    -5% | 9% | -2% | -7% | -5 | 13% | -12% | -14% | -5%
O=C(O)c1ccc(Cl)c(S(=O)(=O)N2CCCC2)c1
    6% | 8% | -3% | 24% | -1 | 5% | 9% | -20% | 1%
Cc1ccc(-c2nn3c(C)nnc3s2)cc1NC(=O)C(C)C
    0% | -6% | -2% | 6%[57.1 µM] | -14 | -21% | 14%[57.1 µM] | -10% | 2%
Cc1cccc(C)c1NC(=O)CN1CCN(C(=O)CNC(=O)c2ccc(-c3ccccc3)cc2)CC1
    -2% | / | 0% | / | -7 | -3% | / | -4% | -10%
CC(NCc1ccc(OCc2ccc(Cl)cc2)cc1)C(O)c1ccccc1 (stereo not given)
    8% | 24% | -13% | 13% | -4 | -2% | 4% | 1% | 6%
CC(C)C[C@H](N)c1cn([C@@H](Cc2ccc(O)cc2)C(=O)N2CCNCC2)nn1
    1% | -14% | -4% | -28% | 0 | 9% | -3% | -24% | -1%
O=C1C2C3C=CC(C3)C2C(=O)N1c1cccnc1 (stereo not given)
    -3% | 20% | -7% | 12% | -9 | 0% | 5% | -9% | 0%
CCOc1ccccc1N1CC(c2nc3ccccc3n2CCCCOc2cc(C)ccc2C)CC1=O (stereo not given)
    -1% | -9% | 2% | 5% | -8 | -9% | -8% | -8% | 1%
CCCOc1ccc(-c2nc(SCC(=O)c3ccc(Cl)cc3)n[nH]2)cc1
    0% | -39% | -2% | 0% | -6 | 0% | 8%[11.4 µM] | -5% | 0%
O=C(Nc1c2c(nn1-c1ccc(F)cc1)CS(=O)C2)c1ccc2c(c1)OCO2 (stereo not given)
    6% | 6% | -5% | -3% | -1 | -4% | -9% | 2% | 2%
Cc1ccc(-c2cc(C(=O)Nc3nccs3)c3ccccc3n2)o1
    1% | -51% | 1% | ? | -3 | 5% | 7% | -7% | -2%
N#Cc1c(NC(=O)c2ccncc2)sc2c1CCC2
    -22% | -9% | 3% | -14% | 1 | 8% | 5% | -14% | -28%
CCc1ccccc1N1C(=O)N(C)c2ccccc2S1(=O)=O
    2% | 5% | 0% | 6%[57.1 µM] | -1 | 14% | 0%[57.1 µM] | -7% | 1%

Remaining list, next part
| SMILES | Vif-APOBEC3F blk | RGS4 inh | Glioma ERSR ind | rTrxR1 inhibitor | LDHA block | mIDH1 inhibitor | TrxR1 substrate | USP1 inh | Vif-A3G inh |
| --- | --- | --- | --- | --- | --- | --- | --- | --- | --- |
| CCOC(=O)C[C@H]1c2ccccc2S(=O)(=O)N1c1ccccc1 | -1% | -1% | -2%&1% | 5%[57.1 µM] | 0 | 5% | 3%[57.1 µM] | -20% | 1%&2% |
| CC(=O)Oc1ccccc1/C=C/c1nc2ccccc2c(=O)o1 | 3% | -14% | -13% | -31% | 3 | 17% | -9% | -19% | 0% |
| COc1ccc(S(=O)(=O)N2CCCCCC2)cc1NC(=O)Cc1ccccc1F | 11% | -4% | -3% | 23% | 1 | 5% | -1% | -16% | -7% |
| O=C(N1CCN(c2ccccc2)CC1)C12CC3CC(CC(C3)C1)C2 | 2% | 10% | -5% | -9% | 2 | 3% | -3% | -6% | 3% |
| CC(Oc1ccccc1)C(=O)NNC(=O)c1ccccn1 (stereo not given) | 0% | -9% | -3% | -7% | 8 | 4% | -2% | -10% | 0% |
| Cc1ccc(Cl)cc1NC(=O)CSc1nc2ccccc2c2nc(-c3ccccc3)nn12 | -4% | 14% | -4% | 8%[57.1 µM] | -7 | 22% | -8%[57.1 µM] | -6% | -4% |
| Oc1c(Br)cc(/C=N/Nc2ccc(Cl)nn2)cc1Br | 13% | ? | 0% | 2%[57.1 µM] | -2 | 11% | 3%[57.1 µM] | -26% | 1% |
| O=C(c1cc(-c2ccco2)nc2ccccc12)N1CCN(Cc2ccccc2)CC1 | -13% | 9% | -2% | 40µM* | -14&12 | 0% | 109%[activator] | -8% | -14% |
| N=c1c2ccccc2nc2n1CCCCCCCCCCC2 | 6% | 4% | -7% | 8%[57.1 µM] | -5 | -3% | 3%[57.1 µM] | 1% | -1% |
| CN(c1ccccc1C(=O)O)S(=O)(=O)c1ccc2[nH]c(=O)oc2c1 | / | 1% | / | 26% | -8 | / | -1% | 22% | / |

Structures listed above marked active in rTrxR1 inhibitor:
| mol | Vif-APOBEC3F blk | RGS4 inh | Glioma ERSR ind | rTrxR1 inhibitor | mIDH1 inhibitor | TrxR1 substrate | USP1 inh | Vif-A3G inh |
| --- | --- | --- | --- | --- | --- | --- | --- | --- |
| O=C(c1cc(-c2ccco2)nc2ccccc12)N1CCN(Cc2ccccc2)CC1 | -13% | 9% | -2% | 40µM* | 0% | 109%[activator] | -8% | -14% |

Assay outcomes as filed in PubChem BioAssay.
